High-throughput results as filed in PubChem BioAssay.
FH mod: Identification of activators of human fumarate hydratase by quantitative high-throughput screening | FH coupled MDH/diaphorase resazurin fluorescence, 15 min | AID 1347055, 2019 | Potency, µM (doses to about 79.9 µM), for the others: at the top dose activity change, negative = inhibition, actives largely listed as inhibitors | hit rate 0.22% among 54,000 | Fumarate hydratase, mitochondrial (Homo sapiens), P07954; further: the screen sought activators but most active calls are inhibition curves; nearly all actives have a fitted effect of over 45% in size
Target sequence (P07954 whole entry, looked up): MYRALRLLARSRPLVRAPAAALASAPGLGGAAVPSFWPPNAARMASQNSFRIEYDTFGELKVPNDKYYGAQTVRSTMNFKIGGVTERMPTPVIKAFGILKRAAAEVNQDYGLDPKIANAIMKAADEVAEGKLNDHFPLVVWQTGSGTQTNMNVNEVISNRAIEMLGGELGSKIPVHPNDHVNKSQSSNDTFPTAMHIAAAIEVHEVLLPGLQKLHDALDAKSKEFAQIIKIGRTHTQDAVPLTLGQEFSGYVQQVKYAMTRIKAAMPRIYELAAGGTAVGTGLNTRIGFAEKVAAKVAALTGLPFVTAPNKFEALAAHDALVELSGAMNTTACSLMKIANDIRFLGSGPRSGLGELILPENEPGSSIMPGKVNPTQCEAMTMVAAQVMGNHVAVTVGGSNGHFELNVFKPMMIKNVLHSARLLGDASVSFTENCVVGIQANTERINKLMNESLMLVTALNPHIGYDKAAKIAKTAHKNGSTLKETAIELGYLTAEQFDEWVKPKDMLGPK
NTMT1 inhibitor: Primary qHTS for Inhibitors of N-terminal methyltransferase 1 (NTMT1): MTaseGlo Assay. Potency, µM (highest dose often 114 µM), without a hit: at the top dose activity change, negative = inhibition, most hits filed as inhibitors. hit rate 2.5% among 59,000. N-terminal Xaa-Pro-Lys N-methyltransferase 1 (Homo sapiens), Q9BV86. AID 1645870, 2021. NTMT1 MTase-Glo SAH luminescence, purified enzyme;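 further: plate controls were DMSO vehicle for no effect and no enzyme for full effect; nearly all actives have a fitted effect of over 65% in size; many of its hits are not listed in these tables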
Target sequence (Q9BV86 whole entry, looked up): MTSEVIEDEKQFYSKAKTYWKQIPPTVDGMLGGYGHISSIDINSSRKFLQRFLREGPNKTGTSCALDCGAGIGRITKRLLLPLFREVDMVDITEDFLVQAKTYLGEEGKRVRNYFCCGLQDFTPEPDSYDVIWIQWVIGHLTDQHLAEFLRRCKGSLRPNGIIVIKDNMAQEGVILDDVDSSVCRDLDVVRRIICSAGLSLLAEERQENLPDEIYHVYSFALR
An asterisk follows results filed as active; ? = inconclusive; & = joins results of further samples; ! = not confirmed by another sample; [ ] = remark or other dose. The call rests on the fitted dose curve; in most records, active means well fitted curve in the direction sought with a large enough effect; inconclusive means small, poorly fitted or top-dose-only effect, or another doubt; inactive means no such curve, though single readings can be large; an effect the other way counts as inactive or inconclusive. Unless noted, on the % scale 0 is the no-effect control and ±100 the full control effect; potency means the concentration at half of the fitted maximal effect. Only part of the results is shown (hit frequency here may not be typical).

Structure | FH mod | NTMT1 inhibitor
Clc1ccc(C(c2ccc(Cl)cc2)C(Cl)(Cl)Cl)cc1 | -6%[53.3 µM] | 4%[57.5 µM]
C/C=C(\C)C(=O)OC1C2C3(C)CCC(OC4CC(OC)C(OC5OC(C)C(O)C(OC)C5O)C(C)O4)CC3CCC23OC32CCC(C(C)=O)C2(C)C1OC(=O)/C(C)=C/C (stereo not drawn) | 4%[20.6 µM] | 11%[12.6 µM]
CN1C(=O)CN=C(c2ccccc2)c2cc([N+](=O)[O-])ccc21 | -2%[53.3 µM] | 15%[57.5 µM]
Cc1c(Cl)c(OCC(=O)N2CCN(C)CC2)nc2sc(C(=O)NC3CC3)c(N)c12 | 2% | -2%[57.5 µM]
C[C@]12CCC(=O)C=C1CC[C@@H]1[C@@H]2CC[C@]2(C)C(=O)CC[C@@H]12 | -4%[53.3 µM] | 18%[57.5 µM]
O=C1OC(CCN2CCCCC2)OC1(c1ccccc1)c1ccccc1 (stereo not drawn) | 5%[53.3 µM] | -1%[57.5 µM]
CC[C@H]1C2CC3[C@@H]4N(C)c5ccccc5[C@]45C[C@@H]([C@H]2[C@H]5O)N3[C@H]1O | -2%[53.3 µM] | -10%[29.8 µM]
C[C@]12CC[C@H]3[C@@H](CCC4=CC(=O)CC[C@@H]43)[C@@H]1CC[C@@H]2OC(=O)CCc1ccco1 | -4%[53.3 µM] | 25µM*

Not a retest: entries from further up.
Structure | FH mod | NTMT1 inhibitor
Clc1ccc(C(c2ccc(Cl)cc2)C(Cl)(Cl)Cl)cc1 | -6%[53.3 µM] | 4%[57.5 µM]
C/C=C(\C)C(=O)OC1C2C3(C)CCC(OC4CC(OC)C(OC5OC(C)C(O)C(OC)C5O)C(C)O4)CC3CCC23OC32CCC(C(C)=O)C2(C)C1OC(=O)/C(C)=C/C (stereo not drawn) | 4%[20.6 µM] | 11%[12.6 µM]
CN1C(=O)CN=C(c2ccccc2)c2cc([N+](=O)[O-])ccc21 | -2%[53.3 µM] | 15%[57.5 µM]
Cc1c(Cl)c(OCC(=O)N2CCN(C)CC2)nc2sc(C(=O)NC3CC3)c(N)c12 | 2% | -2%[57.5 µM]

Other records follow:
Structure | FH mod | NTMT1 inhibitor
COP(=S)(OC)SCN1C(=O)c2ccccc2C1=O | -6%[53.3 µM] | 28µM*
COc1cccc(C(=O)CCN[C@@H](C)[C@H](O)c2ccccc2)c1 | 0%[53.3 µM] | ?
CCOC(=O)c1ccc(-c2ccc(OC(=O)N(C)Cc3cccc(-c4ccncc4)c3)cc2)cc1 | -1% | 3%[57.5 µM]
COCC1(CO)C(=O)C2CCN1CC2 (stereo not drawn) | 5%[53.3 µM] | 4%
CN(C)CCc1c[nH]c2ccccc12 | 21%[162 µM] | ?
O=S(=O)(O)C(F)(F)C(F)(F)C(F)(F)C(F)(F)C(F)(F)C(F)(F)C(F)(F)C(F)(F)F | ? | 22µM*
C[C@]12CCC(=O)C(O)=C1CC[C@@H]1[C@@H]2CC[C@]2(C)C(=O)CC[C@@H]12 | 1%[53.3 µM] | -5%[228 µM]
C[C@@H]1C[C@@H]([C@H](O)CC2CC(=O)NC(=O)C2)C(=O)[C@@H](C)C1 | -4%&0%[53.3 µM] | ?
OC(O)C(Cl)(Cl)Cl | -8%[53.3 µM] | -9%[57.5 µM]
CC(CCc1ccc(O)cc1)O[C@@H]1O[C@H](CO[C@H]2OC[C@](O)(CO)[C@H]2O)[C@@H](O)[C@H](O)[C@H]1O (stereo partly drawn) | 4%[53.3 µM] | 15%[29.8 µM]
O=c1n(Cl)c(=O)n(Cl)c(=O)n1Cl | -9%[53.3 µM] | ?
COc1cc2cc(c1Cl)N(C)C(=O)C[C@H](OC(=O)C(C)C)[C@]1(C)O[C@H]1[C@H](C)[C@@H]1C[C@@](O)(NC(=O)O1)[C@H](OC)C=CC=C(C)C2 | -8%[53.3 µM] | -22%[57.5 µM]
Oc1ccc2c3c1O[C@H]1c4[nH]c5c(c4C[C@@]4(O)[C@@H](C2)N(CC2CC2)CC[C@]314)C[C@@]1(O)[C@H]2Cc3ccc(O)c4c3[C@@]1(CCN2CC1CC1)[C@H]5O4 | ? | -19%[57.5 µM]
CCOC(=O)C1(c2ccccc2)CCN(CCC(C#N)(c2ccccc2)c2ccccc2)CC1 | -8%[53.3 µM] | 29%[57.5 µM]
O=C(CCl)c1ccc(Cl)cc1Cl | 8%[53.3 µM] | 0%[57.5 µM]
CN1C(=O)CCS(=O)(=O)C1c1ccc(Cl)cc1 (stereo not drawn) | -13%&3%&3%[53.3 µM] | 14%

Profiles as entered above. Order of screens: FH mod | NTMT1 inhibitor
Entry for `Oc1ccc2c3c1O[C@H]1c4[nH]c5c(c4C[C@@]4(O)[C@@H](C2)N(CC2CC2)CC[C@]314)C[C@@]1(O)[C@H]2Cc3ccc(O)c4c3[C@@]1(CCN2CC1CC1)[C@H]5O4` = ? | -19%[57.5 µM]
Entry for `CC(CCc1ccc(O)cc1)O[C@@H]1O[C@H](CO[C@H]2OC[C@](O)(CO)[C@H]2O)[C@@H](O)[C@H](O)[C@H]1O` (stereo partly drawn) = 4%[53.3 µM] | 15%[29.8 µM]

The list continues:
Structure | FH mod | NTMT1 inhibitor
CC1=CC2(O)/C=C/C(C)(O)C(O)C(O)/C=C/C(=O)OC23C(=O)NC(CC(C)C)C3C1C (stereo not drawn) | 5%[53.3 µM] | -8%[29.8 µM]
Cc1cccc(NC(=O)NC2N=C(c3ccccc3)c3ccccc3N(CC(=O)c3ccccc3C)C2=O)c1 (stereo not drawn) | 4% | -7%[57.5 µM]
CNC(=O)c1cc(C#N)cc(C)c1NC(=O)c1cc(Br)nn1-c1ncccc1Cl | 5% | 1%[57.5 µM]
COc1ccc(CC2C(=O)NC(C)C(=O)N(C)C3Cc4ccc(cc4)Oc4cc(ccc4OC4OC(CO)C(O)C(O)C4O)CC(C(=O)NC(C)C(=O)NC(CCC(=O)O)C(=O)N2C)N(C)C3=O)cc1 (stereo not drawn) | -2%[20.6 µM] | -2%[12.6 µM]
CC1CCCCCC(=O)c2c(O)cc(O)cc2CC(=O)O1 (stereo not drawn) | 0% | -11%[57.5 µM]
C[N+](C)(C)CCOC(=O)C(O)(c1ccccc1)c1ccccc1 | 3%[53.3 µM] | 16µM*
O=C(CBr)Nc1ccc(Cl)cc1C(=O)c1ccccc1F | -4%[53.3 µM] | 14µM*
C#C[C@]1(O)C=C[C@H]2[C@@H]3CCC4=CC(=O)CC[C@@H]4[C@H]3CC[C@@]21CC | -5%[53.3 µM] | ?
CCN1C[C@]2(COC)CC[C@H](O)[C@@]34C5C[C@@H]6[C@@H](OC)C[C@@](OC(C)=O)(C5[C@@H]6OC(C)=O)[C@H]([C@H](OC)C23)[C@@H]14 (stereo partly drawn) | -7%[53.3 µM] | 27%[29.8 µM]
CC(=O)OC1(c2ccccc2)CCN(CCc2ccccc2)CC1 | 0% | -7%
C/C1=C/[C@@H](C)C/C=C/[C@H]2[C@@H]3O[C@]3(C)[C@@H](C)[C@H]3[C@H](Cc4c[nH]c5ccccc45)NC(=O)[C@]32C(=O)/C=C\C(=O)[C@@H]1O | -2%[53.3 µM] | ?
CC1=CC2/C=C(\C)CCCC(O)/C=C/C(=O)OC23C(=O)NC(CC(C)C)C3C1C (stereo not drawn) | 1%[53.3 µM] | 12%[29.8 µM]
O=C(O)P(=O)(O)O | 9% | 11%
C=C1C2(C)CC3C(C)(O)C4=CC(=O)OC(C)(C)C4=CCC3(C)C13C(=O)OC(C)C3(O)C2=O (stereo not drawn) | -5%[53.3 µM] | 1%[29.8 µM]
O=c1[nH]c2ccccc2n1CCCN1CCC(n2c(=O)[nH]c3cc(Cl)ccc32)CC1 | -15%&-5%&-2%[53.3 µM] | ?
Cc1ccc(-n2nccn2)c(C(=O)N2CCN(c3nc4cc(Cl)ccc4o3)CCC2C)c1 (stereo not drawn) | -2% | -1%[57.5 µM]
C[N+](C)(C)CC(=O)O | -11%&11%[53.3 µM] | 2%
CC(C)(C)NCC(O)c1cc(Cl)c(N)c(C(F)(F)F)c1 (stereo not drawn) | 5%[53.3 µM] | -2%[57.5 µM]
CC[C@H]1CN2CC[C@H]1C[C@H]2[C@H](O)c1ccnc2ccc(OC)cc12 | 6%[53.3 µM] | 15%[29.8 µM]
CC1Oc2cc3c(-c4c(O)cc(O)c5c(O)c6c(cc45)OC(C)C(C)C6=O)c(O)cc(O)c3c(O)c2C(=O)C1C (stereo not drawn) | ? | 18µM*
OC1(c2ccc(Cl)cc2)c2ccccc2C2=NCCN21 (stereo not drawn) | -4% | -6%[57.5 µM]
CC1=CC2OC3[C@H](O)C[C@@](C)([C@]34CO4)[C@@]2(CO)[C@H](O)C1=O (stereo partly drawn) | -1% | -10%[57.5 µM]
C=C(C)C(=O)O[C@H]1[C@@H]2[C@H](C)C(=O)O[C@@H]2C[C@@H](C)[C@@H]2C=CC(=O)[C@]21C | 2%[53.3 µM] | 1%[29.8 µM]
CC[C@H](O)C(C[C@H](C)N(C)C)(c1ccccc1)c1ccccc1 | -2% | ?
CC[N+]1(C)CCCC(OC(=O)C(O)(c2ccccc2)c2ccccc2)C1 (stereo not drawn) | 2%[53.3 µM] | 22%[57.5 µM]
C/C=C(\C)C(=O)OC1CC2C(C)(C)OC(=O)CC(OC(C)=O)C2(C)C2CC(OC(=O)C(C)C)C3(C)C(c4ccoc4)CC4OC43C12C (stereo not drawn) | 3%[20.6 µM] | 15%[12.6 µM]
COc1ccc2c(C(=O)c3ccc(Cl)cc3)c(C)n(CC(=O)O)c2c1 | -32%[53.3 µM] | -15%[57.5 µM]
CN1C(=S)CN=C(c2ccccc2)c2cc(Cl)ccc21 | 3%[53.3 µM] | -20%[57.5 µM]
COC1CC(OC2CCC3(C=O)C(CCC4C3CCC3(C)C(C5=CC(=O)OC5)CCC43O)C2)OC(C)C1O (stereo not drawn) | 8%[53.3 µM] | 6%[29.8 µM]
O=C1CCC[C@@H]2[C@H]3CCCN4CCC[C@@H](CN12)[C@@H]34 | 2%[53.3 µM] | 21%[57.5 µM]
C[C@]12CC[C@H]3[C@@H]([C@H](O)CC4=CC(=O)CC[C@@]43C)[C@@H]1CC[C@@H]2O | 7% | -10%[57.5 µM]
CC(C)(C)C(O)C(Oc1ccc(Cl)cc1)n1cncn1 (stereo not drawn) | 0% | 7%
Clc1ccccc1C(c1ccccc1)(c1ccccc1)n1cccn1 | -3%[53.3 µM] | 13%
C[C@]12CC[C@H]3[C@@H](CCC4=CC(=O)CC[C@@H]43)[C@@H]1CC[C@@H]2O | -2%[53.3 µM] | ?
CN1CCCCC1Cn1cc(C(=O)c2cc([N+](=O)[O-])ccc2I)c2ccccc21 (stereo not drawn) | -9% | 4%[57.5 µM]
CC(CCc1ccccc1)NC(C)C(O)c1ccc(O)cc1 (stereo not drawn) | -5%&2%[53.3 µM] | 12%[57.5 µM]
CCOC(=O)c1ccnc2cc(C(OCCN3CCCCC3)c3ccccc3Cl)sc12 (stereo not drawn) | 9% | 5%[57.5 µM]
Nc1ccn(CC(CO)OCP(=O)(O)O)c(=O)n1 (stereo not drawn) | -1% | 17%
CC(=O)OC[C@]12C[C@H](OC(=O)CC(C)C)C(C)=C[C@H]1O[C@@H]1[C@H](O)[C@@H](OC(C)=O)[C@@]2(C)[C@@]12CO2 | 2%[53.3 µM] | 9%[29.8 µM]
O=[N+]([O-])O[C@H]1CO[C@H]2[C@@H]1OC[C@H]2O[N+](=O)[O-] | 0%[53.3 µM] | 24%[57.5 µM]
Nc1ccc(N=Nc2ccccc2)cc1 | ? | 126µM*
CN[C@@H]1Cc2cccc3[nH]c(=O)n(c23)C1 | -11%[53.3 µM] | 13%
c1ccc(C2(c3ccccc3)OC[C@@H]([C@H]3CCCCN3)O2)cc1 | 7% | 3%[57.5 µM]
Cc1ncc2n1-c1ccc(Cl)cc1C(c1ccccc1F)=NC2 | 7%[53.3 µM] | -17%[57.5 µM]
Nc1ccc(Cl)cc1C(=O)c1ccccc1F | -12%[53.3 µM] | -3%[57.5 µM]
CC1=CC(=O)[C@@H](O)[C@]2(C)C3[C@@H](O)[C@@H]4OC(=O)[C@@H]([C@H]4C)[C@]3(C)C(=O)[C@H](O)[C@@H]12 (stereo partly drawn) | -1%[53.3 µM] | 12%[29.8 µM]
C[C@H](CN1CCOCC1)C(C(=O)N1CCCC1)(c1ccccc1)c1ccccc1 | -1%[162 µM] | ?
O=C1CN=C(c2ccccc2)c2cc([N+](=O)[O-])ccc2N1 | -3%[53.3 µM] | 12%[57.5 µM]
CCN[C@H](C)Cc1cccc(C(F)(F)F)c1 | 3% | ?
Clc1ccc(CSC(Cn2ccnc2)c2ccc(Cl)cc2Cl)cc1 (stereo not drawn) | -18%[53.3 µM] | 24%[57.5 µM]
CCCOC(=O)c1cncn1C(C)c1ccccc1 (stereo not drawn) | -3%[53.3 µM] | -16%[57.5 µM]
CN(C)CCc1c[nH]c2cccc(O)c12 | -1% | ?
O=C1C(I)=CC(=C(c2cc(I)c(O)c(I)c2)c2ccccc2C(=O)O)C=C1I | ? | 14µM*
CCCCCCCCCCCC[N+](C)(C)CCOc1ccccc1 | -8%[53.3 µM] | ?
COc1cc(CC(C)N)cc2c1OCO2 (stereo not drawn) | -1% | ?
N#C/C(=C/c1ccc(O)c(O)c1)C(N)=S | 13µM*! | ?
CCC(=O)OC1CCC2C3CCC4=CC(=O)CC[C@@]4(C)C3CC[C@]12C (stereo partly drawn) | -2%[53.3 µM] | 14%[57.5 µM]
